L3MBTL1 block: blocks human L3MBTL1; Potency, µM (top dose mostly 57.1 µM), for inactives: top-dose activity, negative = inhibition, hits mostly inhibitors; actives 0.66% (n = 230,000); Q9Y468; AlphaScreen L3MBTL1–H3K9me1 peptide binding; active = well fitted inhibition curve with a large enough effect; inconclusive = small, poorly fitted or top-dose-only effect; inactive = no such curve, though single readings can be large or run the other way; note: nearly all actives have a fitted effect of over 60% in size
Target sequence (Q9Y468 whole entry, looked up): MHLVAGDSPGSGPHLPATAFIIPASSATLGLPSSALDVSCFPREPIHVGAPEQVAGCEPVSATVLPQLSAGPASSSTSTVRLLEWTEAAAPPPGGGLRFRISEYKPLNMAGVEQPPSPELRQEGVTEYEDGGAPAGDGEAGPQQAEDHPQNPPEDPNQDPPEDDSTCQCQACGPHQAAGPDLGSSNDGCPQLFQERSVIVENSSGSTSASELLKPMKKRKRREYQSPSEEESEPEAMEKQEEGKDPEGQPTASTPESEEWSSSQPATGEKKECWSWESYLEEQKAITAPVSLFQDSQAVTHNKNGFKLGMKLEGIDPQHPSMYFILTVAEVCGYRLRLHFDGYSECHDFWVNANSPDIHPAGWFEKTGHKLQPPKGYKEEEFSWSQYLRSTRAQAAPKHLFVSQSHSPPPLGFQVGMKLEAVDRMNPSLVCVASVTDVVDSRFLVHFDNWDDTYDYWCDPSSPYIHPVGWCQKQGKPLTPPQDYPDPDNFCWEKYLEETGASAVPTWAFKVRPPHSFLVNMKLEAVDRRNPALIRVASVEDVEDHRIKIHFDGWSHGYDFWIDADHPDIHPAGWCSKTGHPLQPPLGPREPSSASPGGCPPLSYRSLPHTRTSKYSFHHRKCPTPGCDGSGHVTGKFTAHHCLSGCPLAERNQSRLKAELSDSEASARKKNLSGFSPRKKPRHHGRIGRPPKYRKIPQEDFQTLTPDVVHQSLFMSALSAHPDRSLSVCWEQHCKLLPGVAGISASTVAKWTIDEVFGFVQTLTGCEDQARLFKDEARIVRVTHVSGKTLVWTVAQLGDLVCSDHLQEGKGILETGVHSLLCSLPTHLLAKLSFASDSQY
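AlphaScreen assay: L3MBTL1 (50 nM final) was preincubated 30 min at room temperature with biotinylated H3(1-15)K9me1 peptide (75 nM final), then 30 min with library compounds; streptavidin donor and nickel chelate acceptor beads (10 ug/mL final) added, 30 min dark.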
* marks the source's active call; other numbers are inactive results; ? = inconclusive; [ ] = dose if it differs, or a comment. % is set by controls: 0 for no effect and ±100 for the full control effect; potency is the fitted concentration of half-maximal effect. An excerpt. The share of hits here may be higher or lower than overall.

L3MBTL1 block,Molecule
-1%,CC(C)(C)c1ccc(OCC(=O)Nc2ccncc2)c(Br)c1
9%,N#Cc1ccc(C(=O)Nc2cccc(S(=O)(=O)NC3=NCCC3)c2)cc1
-5%,CC(=O)Nc1ccc(CN2CCc3c([nH]c4ccccc34)C2C(C)(C)C)cc1 (centres undefined)
-7%,COc1ccccc1CNC(=O)c1cccc(S(=O)(=O)N2CCCC2)c1
1%,COc1cccc(C(=O)Nc2nc3ccccc3s2)c1
?,COc1ccc(N2CCN(C(=O)c3cccc(S(=O)(=O)N4CCc5ccccc54)c3)CC2)cc1
-5%[2.29 µM],CN(Cc1ccccc1)C1CCNCC1
82%[activator],OCC1(Cc2ccc(F)cc2)CCCN(Cc2ccc(F)cc2Cl)C1 (centres undefined)
-8%,O=C(Nc1ccc2c(c1)OCO2)C1CC1
8%,C#CCNCCS(=O)(=O)N(Cc1ccc(Br)cc1)[C@@H](C)C(=O)O
-1%,COc1cccc(C(=O)OCC(=O)Nc2ccc(N3CCOCC3)cc2)c1
1%,COc1ccc(NC(=O)CCC(=O)c2ccc(C(C)C)cc2)cc1
-5%,CN1CCC(N(C)C(=O)c2cccc(S(=O)(=O)N3CCOCC3)c2)CC1
-5%,O=C(COC(=O)/C=C/c1ccco1)NCc1ccc(Cl)cc1
5%,Cc1ccc(C(=O)OCC(=O)N2CCC(c3ccccc3)=N2)c(C)c1
-6%,CCN1CCN(c2ccc(S(=O)(=O)N3CCCCC3)cc2NC(=O)c2ccc([N+](=O)[O-])s2)CC1
3%,COCCNc1nc2c(c(=O)[nH]c(=O)n2C)n1CCCc1ccccc1
5%,CC(=NNS(=O)(=O)c1cccc([N+](=O)[O-])c1)c1ccc(-n2ccnc2)cc1
-10%,O=C1N[C@@H](c2ccccc2)COC(=O)[C@H](Cc2ccc(F)cc2)CC/C=C/C[C@H]1CC(=O)N(CCO)Cc1ccccc1
-6%,COC(=O)C1=C(C)N(CC2CC2)C(=NCCN2CCOCC2)N[C@H]1c1ccccc1
0%,COc1ccc(C(=O)Nc2nnc(C)s2)cc1S(=O)(=O)N1CCOCC1
-5%,c1ccc(OCCN2CCOCC2)cc1
2%,c1ccc2c(C[C@@H]3CNCCN3CCCCC3CCCCC3)cccc2c1
37%[activator],CCOc1ccccc1N1CC(C(=O)Nc2cc(S(C)(=O)=O)ccc2Cl)CC1=O (centres undefined)
7%,Cc1ccc(C)c(S(=O)(=O)NCc2ccc3c(c2)OCO3)c1
-2%,CNC(=O)c1ccc(NC(=O)c2cc(S(=O)(=O)N(C)C)ccc2N2CCCC2)cc1
-6%,CC(C)CN(C(=O)COc1ccc([N+](=O)[O-])cc1)c1c(N)n(CC(C)C)c(=O)[nH]c1=O
-3%,COc1ccc(CNC(=O)COc2ccccc2C(=O)c2cnn(-c3ccccc3)c2)cc1OC
-6%,N#CCCN(C(=O)COC(=O)c1ccc(S(=O)(=O)N2CCCC2)cc1)c1cccc(Cl)c1
9%,O=C(CCNC(=O)c1ccccc1Cl)Nc1cccc(S(=O)(=O)N2CCCCC2)c1
-4%,COc1cc(-c2noc(C)c2C(=O)NCC[C@@H]2CCCN2C)cc(OC)c1OC
4%,C=CCN1C(=O)c2ccc(C(=O)N(C)CC(=O)Nc3c(C)cccc3C)cc2C1=O
-8%,O=C(CN1CCN(S(=O)(=O)c2ccc(F)cc2)CC1)Nc1ccnn1C1CCCC1
8%,CCOc1cc(-c2nnc(NC(=O)c3ccco3)o2)cc(OCC)c1OCC
3%,CCN(C(=O)COC(=O)CNC(=O)C1CCCCC1)c1ccccc1
-5%,CC1(NC(=O)Cc2c(Cl)cccc2Cl)CCS(=O)(=O)C1 (centres undefined)
4%,COCCn1ccc2c(OCC(=O)Nc3cc(OC)ccc3OC)cccc2c1=O
-1%,COc1cccc(CC(=O)Nc2cc(S(=O)(=O)N3CCOCC3)ccc2OC)c1
-15%,Cc1ccc(C2=NS(=O)(=O)N(C)C(C(=O)Nc3ccc(F)cc3F)=C2)cc1
-5%,O=C(/C=C/c1cccc(C(F)(F)F)c1)OCC(=O)N1CCN(c2ccccc2)CC1
-7%,COc1ccc([C@H]2CC(=O)C=C(c3ccc(NC(C)=O)cc3)C2)cc1OC
-22%,CC(C)(C)OC(=O)C[C@@H]1C/C=C\C[C@H](CC(=O)N(CCO)Cc2ccccc2)C(=O)N[C@@H](Cc2c[nH]c3ccccc23)COC1=O
-3%,NC(=O)CC(NC(=O)c1ccc(Br)cc1)c1ccc(N2CCN(c3ccccc3)CC2)c([N+](=O)[O-])c1 (centres undefined)
?,C[C@@H]1O[C@@H](O[C@@H]2[C@@H](O)[C@H](OCCc3ccc(O)c(O)c3)O[C@H](CO)[C@H]2OC(=O)/C=C/c2ccc(O)c(O)c2)[C@H](O)[C@H](O)[C@H]1O
21%[2.29 µM],CC(C)(C)c1cc(CP(=O)(c2ccccc2)c2ccccc2)cc(C(C)(C)C)c1O
5%,CCOc1ccc(C(=O)NCC(=O)N2CCN(Cc3ccccc3)CC2)cc1
0%,CC(C)(C)OC(=O)C[C@H]1C/C=C\C[C@@H](CC(=O)N[C@H](CO)Cc2ccccc2)C(=O)NC[C@@H](c2ccccc2)OC1=O
-5%,CC(=O)Nc1cccc(NS(=O)(=O)c2cn(C)c(=O)n(C)c2=O)c1
1%[2.29 µM],COc1cc(/C=C2/SC(=S)N(Cc3ccccc3)C2=O)ccc1OCC(=O)O
1%,COc1cc(C(=O)Nc2cc3c4c(c2)CC(=O)N4CCC3)cc(OC)c1OC
-6%,CC1CCN(C2=NN3C(=N)/C(=C\c4ccc(OC(=O)c5ccco5)cc4)C(=O)N=C3S2)CC1
-2%,COCCN(C(=O)COC(=O)CC(C)c1ccccc1)c1c(N)n(Cc2ccccc2)c(=O)[nH]c1=O (centres undefined)
0%,CCCCN1CC(=O)N2[C@H]3c4ccccc4OC[C@@H]3[C@H](c3ccccc3)[C@]2(C)C1=O
8%,O=C(Nc1ccc(S(=O)(=O)N2CCc3ccccc32)cc1)C(F)(F)F
-4%,Cc1cccc(N2CCN(C(=O)Cc3ccccc3[N+](=O)[O-])CC2)c1C
1%,CCCc1cc(=O)[nH]c(SCC(=O)NC(=O)NC2CCCC2)n1
11%,COc1ccccc1CNC(=O)COC(=O)/C=C/c1ccc(OC(F)F)c(OC)c1
-1%,CCOc1ccc(S(=O)(=O)N2CCOCC2)cc1NC(=O)CN1C(=O)NC(C)(c2ccccc2)C1=O (centres undefined)
-1%,Cc1cc(C(=O)NC2CCC(O)CC2)c(C)o1 (centres undefined)
2%,CCC(=O)N(CCc1ccccc1)Cc1cc2cc(C)ccc2[nH]c1=O

Structures listed so far that contain two or more sulfur atoms:
L3MBTL1 block,Molecule
-6%,CCN1CCN(c2ccc(S(=O)(=O)N3CCCCC3)cc2NC(=O)c2ccc([N+](=O)[O-])s2)CC1
0%,COc1ccc(C(=O)Nc2nnc(C)s2)cc1S(=O)(=O)N1CCOCC1
1%[2.29 µM],COc1cc(/C=C2/SC(=S)N(Cc3ccccc3)C2=O)ccc1OCC(=O)O

The listing continues.
L3MBTL1 block,Molecule
-9%,O=C(COC(=O)c1ccc(S(=O)(=O)N2CCCCC2)cc1)Nc1ccccc1
-3%,Cc1ccccc1Nc1nc(N)nc(COC(=O)CCNS(=O)(=O)c2ccccc2)n1
-6%,COc1ccc(-c2noc(CCC(=O)N3CCN(c4cccc(C)c4)CC3)n2)cc1
5%,CS(=O)(=O)c1ccc(Cl)c(NC(=O)CSc2n[nH]c(-c3cccs3)n2)c1
9%,CC[C@]12c3[nH]c4ccccc4c3CCN1C(=O)C(CC(=O)NCCCn1ccnc1)C[C@@H]2C(=O)N1CCN(C(=O)C2CC2)CC1 (some centres undefined)
-1%,O=C1CN(S(=O)(=O)c2ccc(Br)cc2)c2ccccc2N1
7%,CS(=O)(=O)c1cccc(C(=O)OCCCC(=O)c2ccccc2)c1
-9%,COc1ccccc1CNC(=O)COC(=O)c1cc(=O)c2ccccc2o1
-5%,COc1ccc(C)cc1Nc1n[n+](-c2ccccc2)c(-c2ccc(NC(C)=O)cc2)s1
?,CCOc1ccc(OCCC(=O)OCC(=O)Nc2cc(S(=O)(=O)N3CCOCC3)ccc2C)cc1
1%,COc1ccc(NC(=O)COC(=O)c2cc(S(=O)(=O)N3CCCC3)ccc2O)cc1
-6%,O=C(NCCCN1CCOCC1)c1cc2ccccc2cc1O
38%[activator],O=C(Nc1ccccc1)C1CCCN1S(=O)(=O)c1cccs1 (centres undefined)
1%,CS(=O)(=O)Nc1ccccc1C(=O)OCC(=O)NC1CC1
-2%,O=C(c1ccc(Cl)cc1)C1CCN(Cc2ccccc2)CC1
-4%[2.29 µM],Cc1cc(=O)oc2cc3oc(=O)cc(C)c3cc12
14%,Cc1nc(SCC(=O)NCC2CCCO2)c2c(C)c(C)sc2n1 (centres undefined)
-4%,O=C(NCC1CCCO1)c1cc2ccccc2cc1O (centres undefined)
-1%,COC(=O)c1ccc(CSC2=NC[C@@H]3[C@@H]4C(=O)N(Cc5ccccc5)C(=O)[C@@H]4[C@](Cc4ccccc4)(C(=O)OC)N23)cc1
4%,Cn1c(N)c(C(=O)COC(=O)/C=C/c2cccc(F)c2)c(=O)n(C)c1=O
-1%,CCCCC[C@@H]1C=C(C(=O)O)[C@H](c2ccc3c(c2)OCO3)N1S(=O)(=O)c1ccc(C)cc1
-9%,O=C(NCC(=O)N1CCN(c2ccccc2O)CC1)c1cccs1
-4%,CC(C)c1ccc(S(=O)(=O)N2CCN(C(=O)CN3C(=O)NC4(CCCCC4)C3=O)CC2)cc1
-2%,CCC(C)(C)C1CCC2(CC1)NC(=O)N(CC(=O)N1CCN(C(=O)c3ccco3)CC1)C2=O (centres undefined)
14%,CC(C)(C)OC(=O)C[C@@H]1C/C=C\C[C@H](CC(=O)N[C@H](CO)Cc2ccccc2)C(=O)N[C@@H](Cc2ccccc2)COC1=O
-1%,O=C(NCc1ccccc1)c1ccc(N2CCC3(CC2)CC(c2ccc(Cl)cc2)=NO3)c([N+](=O)[O-])c1
-1%,O=C(COC(=O)CCC(=O)c1ccc(F)cc1)NCc1ccc(Cl)cc1
-4%,Cc1ccc(NC(=O)C(=O)c2c[nH]c3ccccc23)cc1
2%,COc1ccc(S(=O)(=O)N2CCCCC2)cc1NC(=O)[C@@H]1CCCN1C(=O)c1cccs1
-13%,COc1ccc(S(=O)(=O)NCC(c2ccc(C)cc2)N2CCN(C)CC2)cc1OC (centres undefined)

Retrieved one by one from the entries so far (two):
L3MBTL1 block,Molecule
14%,CC(C)(C)OC(=O)C[C@@H]1C/C=C\C[C@H](CC(=O)N[C@H](CO)Cc2ccccc2)C(=O)N[C@@H](Cc2ccccc2)COC1=O
-4%,CC(C)c1ccc(S(=O)(=O)N2CCN(C(=O)CN3C(=O)NC4(CCCCC4)C3=O)CC2)cc1

Other structures.
L3MBTL1 block,Molecule
-1%,Cc1ccc(NC(=O)CSc2nc(=O)n(CCN3CCOCC3)c3c2CCCC3)cc1
4%,CCc1c(O)nc(SCc2ccc(F)cc2)[nH]c1=O
1%,Cc1ccc(C)c(NC(=O)CN2C(=O)NC(CCc3ccccc3)C2=O)c1 (centres undefined)
-9%,CC(C)c1ccc(NC(=O)CN2C(=O)NC(Cc3c[nH]c4ccccc34)C2=O)cc1 (centres undefined)
3%,Cc1c(C)n2c(SCC(=O)N3CCCC3)nnc2[nH]c1=O
-14%,NC(=O)CC(NC(=O)Cc1cccc2ccccc12)c1ccc(N2CCN(c3ccccn3)CC2)c([N+](=O)[O-])c1 (centres undefined)
-18%,C[C@@H]1CN([C@@H](C)CO)C(=O)c2cc(NC(=O)Nc3ccc(F)cc3)ccc2O[C@@H]1CN(C)Cc1ccc(Oc2ccccc2)cc1
0%,CCOc1cc(C2C3=C(CCCC3=O)N(CC(=O)O)C3=C2C(=O)CCC3)ccc1OC
3.2µM*,CC(=O)Nc1ccc(S(=O)(=O)Nc2nc3ccccc3nc2Nc2ccc(C(=O)O)c(O)c2)cc1
3%,COc1ccccc1NS(=O)(=O)c1ccc(C(=O)NCCCn2ccnc2)cc1
4%,Cc1sc2nc(CSCC(=O)Nc3cc(F)ccc3F)[nH]c(=O)c2c1C
-5%,O=C1NC(Cc2ccccc2)c2nc3cc(F)ccc3c(=O)n2-c2ccc(Cl)cc21 (centres undefined)
-8%,Cc1ccc(NC(=O)C(c2ccccc2)N2CCN(C(=O)c3ccco3)CC2)cc1 (centres undefined)
-3%,COc1ccc(OC)c(C(c2c(O)nc(SC)[nH]c2=O)c2c(O)nc(SC)[nH]c2=O)c1
0%,COc1ccc(C(=O)Nc2ccc3ncccc3c2)cc1
-19%,CCOc1ccc(NC(=O)CN(C)C(=O)c2ccc3[nH]c4c(c3c2)CC(C)CC4)cc1OCC (centres undefined)
-6%,Cc1ccc(-c2csc3ncnc(N4CCN(S(=O)(=O)c5cccs5)CC4)c23)cc1
7%,CC(C)CN(C(=O)COC(=O)CCC(=O)c1ccc(Cl)cc1)c1c(N)n(Cc2ccccc2)c(=O)[nH]c1=O
1%,CC(Oc1ccccc1)C(=O)NC1CCSc2ccccc21 (centres undefined)
-2%,COC(=O)c1ccc(NC(=O)c2cccnc2)cc1

3 of these compounds, set out differently.
> Cc1c(C)n2c(SCC(=O)N3CCCC3)nnc2[nH]c1=O
  L3MBTL1 block: 3%

> NC(=O)CC(NC(=O)Cc1cccc2ccccc12)c1ccc(N2CCN(c3ccccn3)CC2)c([N+](=O)[O-])c1 (centres undefined)
  L3MBTL1 block: -14%

> C[C@@H]1CN([C@@H](C)CO)C(=O)c2cc(NC(=O)Nc3ccc(F)cc3)ccc2O[C@@H]1CN(C)Cc1ccc(Oc2ccccc2)cc1
  L3MBTL1 block: -18%

Compound activity as filed in PubChem BioAssay.
